Source: PubChem BioAssay (National Center for Advancing Translational Sciences (NCATS))
FUS yeast rescue – rescues growth of FUS-expressing yeast; AID 1347120; actives 0.24% (n = 390,000); Potency, µM (doses to about 76.6 µM), inactives show at the top dose growth rescue (activation), most hits filed as activators; S. cerevisiae FUS-expressing, growth rescue, OD600, 24 h;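 further: potency means the concentration at half of the fitted maximal effect; plate controls were DMSO vehicle for no effect and reference control for full effect; nearly all actives have a fitted effect of over 55% in size; some results filed as inactive show a strong effect at the top dose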
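Toxicity suppression screen in FUS-yeast. Cells induced with 2% galactose, starting OD 0.005, treated 24hr at 30C with compounds at multiple final concentrations; growth by OD600.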
EPAC1 antag – antagonists of human EPAC1. Potency, µM (titrated, usually from 115 µM), for inactives: at the top dose activity change, negative = inhibition, most hits filed as inhibitors. actives 0.14% (n = 360,000). O95398. EPAC1 GEF assay, Rap1b-BODIPY-GDP exchange fluorescence. AID 720709;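 further: potency means the concentration at half of the fitted maximal effect; plate controls were vehicle for no effect and positive control for full effect; nearly all actives have a fitted effect of over 50% in size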
Target sequence (O95398 whole entry, looked up): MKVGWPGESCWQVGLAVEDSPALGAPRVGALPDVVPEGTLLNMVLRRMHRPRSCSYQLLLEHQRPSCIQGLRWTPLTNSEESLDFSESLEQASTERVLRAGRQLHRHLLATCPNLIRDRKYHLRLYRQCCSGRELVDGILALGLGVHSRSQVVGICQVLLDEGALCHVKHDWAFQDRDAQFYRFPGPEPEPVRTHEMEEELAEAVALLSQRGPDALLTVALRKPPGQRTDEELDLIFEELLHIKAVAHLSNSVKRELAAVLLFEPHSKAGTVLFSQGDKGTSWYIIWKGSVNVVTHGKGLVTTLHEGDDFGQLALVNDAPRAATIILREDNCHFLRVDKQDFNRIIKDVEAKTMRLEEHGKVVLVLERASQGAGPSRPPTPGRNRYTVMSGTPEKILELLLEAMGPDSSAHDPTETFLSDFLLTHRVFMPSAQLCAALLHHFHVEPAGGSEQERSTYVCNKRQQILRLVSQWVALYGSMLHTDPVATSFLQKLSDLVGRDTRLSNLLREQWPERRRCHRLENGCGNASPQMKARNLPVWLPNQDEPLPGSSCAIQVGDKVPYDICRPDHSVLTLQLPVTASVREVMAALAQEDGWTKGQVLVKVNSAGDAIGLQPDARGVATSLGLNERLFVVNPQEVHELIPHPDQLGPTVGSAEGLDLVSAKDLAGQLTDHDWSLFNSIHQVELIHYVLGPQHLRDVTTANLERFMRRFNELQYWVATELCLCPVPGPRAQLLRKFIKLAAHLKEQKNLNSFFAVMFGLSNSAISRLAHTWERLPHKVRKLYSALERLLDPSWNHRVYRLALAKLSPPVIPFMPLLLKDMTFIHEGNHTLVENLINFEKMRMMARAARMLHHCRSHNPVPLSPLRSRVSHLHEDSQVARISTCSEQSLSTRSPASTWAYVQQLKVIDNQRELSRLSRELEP
EPAC1 agonist – activates human EPAC1 exchange factor; O95398; EPAC1 agonist qHTS, biochemical assay; response scale: 100% = response to 6.5 mM cAMP; Potency, µM (doses to about 154 µM), for inactives: at the highest dose activation, most hits filed as activators; actives 0.073% (n = 360,000); AID 720707; further: potency means the concentration at half of the fitted maximal effect; nearly all actives have a fitted effect of over 60% in size
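Nucleotide exchange by EPAC1 (100 nM) on Rap1B–BODIPY-GDP (250 nM) in the presence of 50 uM GDP is tracked fluorescently at 480/540 nm over 30 min. Signals are normalized to a 6.5 mM cAMP control.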
Abeta rescue – compounds reversing amyloid beta toxicity in yeast; yeast expressing A-beta42, growth rescue, OD600, 48 h; response scale: 0% DMSO, 100% iron-clioquinol control; Potency, µM (titrated, usually from 46.1 µM), without a hit: top-dose growth rescue, hits mostly activators; actives 0.063% (n = 410,000); further: potency means the concentration at half of the fitted maximal effect; nearly all actives have a fitted effect of over 55% in size
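Yeast A-beta toxicity model in growth medium with pinned compounds, 48 h at 30 C; growth read as absorbance at 600 nm. Normalized to FeCl3/clioquinol equimolar mix (positive) and DMSO (negative).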
WRN inhibitor – WRN helicase (human) inhibition | Q14191 | WRN helicase unwinding, fluorescent forked duplex, kinetic | Potency, µM (doses to about 114 µM), for the others: at the highest dose activity change, negative = inhibition, hits mostly inhibitors | actives 0.46% (n = 360,000); further: potency means the concentration at half of the fitted maximal effect; on the % scale 0 is the no-effect control and ±100 the full control effect; nearly all actives have a fitted effect of over 55% in size
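Enzyme (20 nM final) and test compound sit together 15 min at room temperature before substrate addition. Substrate is a single-forked duplex oligonucleotide (100 nM) labelled with fluorophore and quencher, with 2 mM ATP; helicase unwinding raises red fluorescence, read kinetically.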
PI5P4Ka inh – inhibitors of human PI5P4K alpha; actives 1.2% (n = 330,000); PI5P4Kalpha enzyme, ADP-Glo luminescence, 60 min; stronger effect = lower value; max response, %; active means max response of -50% or lower; inconclusive means between -30% and -50%; inactive means -30% or higher; further: value at the top dose of about 77 µM; on the % scale 0 is the no-effect control and ±100 the full control effect
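Luminescence from ADP-Glo served as readout of PI5P4Kalpha activity in a qHTS format. Reaction: enzyme, substrate, compound, ATP at 5 microM final, 60 min at RT.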
PLK1 PBD block – blocks phosphopeptide binding to human PLK1 polo-box domain. actives 2.8% (n = 360,000). Plk1 PBD binding of FITC phosphopeptide, fluorescence polarization. AID 720504. Potency, µM, inactives show max response, negative = inhibition, actives largely listed as inhibitors. P53350; further: potency means the concentration at half of the fitted maximal effect; series mostly up to about 57 µM; on the % scale 0 is the no-effect control and ±100 the full control effect; nearly all actives have a fitted effect of over 65% in size
IL2 activator – IL-2 activation | IL-2 activation reporter assay, cell-based qHTS; stimulated with anti-CD3/CD4/CD28 beads; in transgenic mouse T cells | activation, % (series mostly up to about 46 µM) | actives 0.065% (n = 360,000) | AID 652025; in the data active means activation above about 50%; inconclusive means mostly about 30% to 49%; further: 0% is about no effect
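Readout: EGFP and DsRed signals by fluorescent plate cytometry. Unstimulated transgenic mouse T cells received compound 60 min before antibody-bead stimulation, then incubated 18 h at 37 degrees C.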
* = called active by the depositor; ? = inconclusive; . = not tested or not shown; [ ] = another dose, or the depositor's remark. Unless noted, the call rests on the fitted dose curve; in most records, active means well fitted curve in the direction sought with a large enough effect; inconclusive means small, poorly fitted or top-dose-only effect, or another doubt; inactive means no such curve, though single readings can be large; an effect the other way counts as inactive or inconclusive.

SMILES	FUS yeast rescue	EPAC1 antag	EPAC1 agonist	Abeta rescue	WRN inhibitor	PI5P4Ka inh	PLK1 PBD block	IL2 activator
O=C(Cn1nc(-c2cccc(Cl)c2)ccc1=O)Nc1ccccc1Br	-1.3%	8.3%	6.5%	-2.4%	3.6%	0.3	0.0%	-1.8
Cn1c(NCc2ccc3occc3c2)nc2cc(-c3ccc(F)cc3)sc2c1=O	-7.9%	-0.4%	-1.9%	-6.9%	1.8%	7.7	-0.8%	0.0
COc1ccccc1N1C(=NC(=O)C(C)Oc2ccccc2)SC2CS(=O)(=O)CC21 (stereo not given)	10.9%	3.4%	-0.6%	-14.8%	-4.0%	-10.1	-9.0%	-2.3
CC(OC(=O)CC1CC2CCC1C2)C(=O)Nc1ccc(N2CCOCC2)cc1 (stereo not given)	0.2%	1.0%	6.3%	-1.3%	-10.1%	3.2	-1.6%	0.7
NC(=O)C(c1ccccn1)c1ncc(C(F)(F)F)cc1Cl (stereo not given)	-4.9%	-16.9%	1.7%	-8.6%	-5.7%	1.3	-7.2%	-1.4
COC(=O)[C@@]1(Cc2ccc(F)cc2)[C@H]2c3cc(C(=O)N4CCCC4)n(Cc4ccccc4)c3C[C@H]2CN1C(=O)c1ccccc1	?	-6.5%	5.7%	16.2%	-5.9%	-0.4	-4.5%	-0.9
CCOC(=O)c1nn(-c2ccccc2)c2nnc(Cc3ccccc3)c(=O)n12	8.1%	-3.0%	0.0%	-23.6%	-35.5%[57.1 µM]	1.2	-6.2%	-0.6
COc1ccc2nc(N3CCCCC3)c(/C=C3\SC(=S)NC3=O)cc2c1	-10.7%	8.2%	7.9%	-4.6%	?	?	?	0.0
COc1ccc(C(=O)NC(=O)CSc2nc3nc(C)cc(C)n3n2)cc1	4.5%	-11.6%	-12.5%	1.9%	4.5%	-4.1	-21.5%	2.3
O=C(COC(=O)COc1ccc(Br)cc1)NC1CCCCCC1	4.1%	-7.0%	-15.4%	-0.4%	1.5%	0.2	-1.1%	2.7
CC1CCCCC1NC(=O)c1nn(C)c(=O)c2ccccc12 (stereo not given)	2.5%	4.5%	-2.2%	-3.2%	-6.7%	11.5	-3.0%	-2.2
CCCN(CCC)C(=O)c1cc(S(=O)(=O)N2CCCCC2)c[nH]1	-6.1%	0.2%	-10.6%	-15.1%	-1.2%	0.7	-11.5%	-2.0
Cc1ccc(Nc2c([N+](=O)[O-])ccc3nonc23)cc1C	-17.9%	-2.4%	-0.8%	-4.3%	-5.0%	1.2	-1.9%	-3.5
O=C(Cn1ccccc1=O)c1ccc(Cl)cc1	-37.2%	0.3%	3.6%	6.0%	7.1%	-0.1	3.1%	-2.6
Brc1ccc(C=Nc2ccc3c(c2)OCCOCCOCCO3)s1	-3.1%	-2.5%	3.9%	15.3%	0.0%	4.5	-8.5%	-0.4
Cc1ccccc1/C=C/c1cccc[n+]1C	-18.8%	-4.3%	-4.8%	-12.0%	6.3%	0.8	-5.0%	-0.6
COC(=O)/C=C1\S/C(=N/N=C/c2ccccc2)NC1=O	.	-1.9%	-1.5%	-3.3%	5.5%	-0.7	-16.1%	-1.6
Cc1cc(C)nc(NC(=S)Nc2ccc(F)cc2F)c1	-0.3%	-9.0%	4.4%	0.1%	-2.1%	4.4	-13.3%	0.1
CCNC(=O)c1c(NC(=O)c2cc(-c3cc(C)cc(C)c3O)n[nH]2)sc2c1CCCC2	13.3%	3.5%	6.6%	-6.7%	-2.1%	-23.2	-6.9%	4.3
CC(=O)C1=C(C)NC(SCC(=O)Nc2nc3ccccc3s2)=C(C#N)C1c1ccc(Cl)cc1 (stereo not given)	.	-6.7%	1.8%	8.0%	-20.8%	-7.1	-9.7%	-2.3
OC(c1ccccc1)c1ncc(-c2cccc(C(F)(F)F)c2)[nH]1 (stereo not given)	-12.4%	-13.1%	-15.3%	-9.6%	-8.2%	0.3	1.0%	1.1
COc1ccc(Nc2nc3ccccc3n3cnnc23)cc1Cl	21.9%	-6.8%	-1.6%	5.2%	1.2%	2.9	1.1%	-1.7
COc1ccc(CC(=O)NCc2nn(-c3ccccc3)nc2C)cc1OC	21.1%	-19.1%	1.5%	-2.0%	-1.1%	-1.0	-3.2%	0.4
Cc1ccccc1NC(=O)Nc1nc(C(N)c2ccccc2)cs1 (stereo not given)	-12.7%	14.4%	5.0%	-6.9%	-15.9%	16.7	-6.5%	-0.5
CCCN(CCC)c1ccc(C(O)c2nnc(-c3ccccc3)o2)cc1 (stereo not given)	7.8%	-9.2%	-1.3%	7.2%	-3.7%	-6.1	7.0%	-0.3

In the list so far, 5 contain fluorine.
SMILES	FUS yeast rescue	EPAC1 antag	EPAC1 agonist	Abeta rescue	WRN inhibitor	PI5P4Ka inh	PLK1 PBD block	IL2 activator
Cn1c(NCc2ccc3occc3c2)nc2cc(-c3ccc(F)cc3)sc2c1=O	-7.9%	-0.4%	-1.9%	-6.9%	1.8%	7.7	-0.8%	0.0
NC(=O)C(c1ccccn1)c1ncc(C(F)(F)F)cc1Cl (stereo not given)	-4.9%	-16.9%	1.7%	-8.6%	-5.7%	1.3	-7.2%	-1.4
COC(=O)[C@@]1(Cc2ccc(F)cc2)[C@H]2c3cc(C(=O)N4CCCC4)n(Cc4ccccc4)c3C[C@H]2CN1C(=O)c1ccccc1	?	-6.5%	5.7%	16.2%	-5.9%	-0.4	-4.5%	-0.9
Cc1cc(C)nc(NC(=S)Nc2ccc(F)cc2F)c1	-0.3%	-9.0%	4.4%	0.1%	-2.1%	4.4	-13.3%	0.1
OC(c1ccccc1)c1ncc(-c2cccc(C(F)(F)F)c2)[nH]1 (stereo not given)	-12.4%	-13.1%	-15.3%	-9.6%	-8.2%	0.3	1.0%	1.1

Remaining list, next part.
SMILES	FUS yeast rescue	EPAC1 antag	EPAC1 agonist	Abeta rescue	WRN inhibitor	PI5P4Ka inh	PLK1 PBD block	IL2 activator
C=CCc1c(C)[nH]c2c(OC)cccc2c1=S	18.1%	-11.6%	-8.0%	22.5%	-5.2%	-7.4	-2.4%	2.3
O=C(COC(=O)CCCN1C(=O)c2cccc3cccc(c23)C1=O)Nc1ccc(Cl)cc1	25.4%	-23.0%	9.8%	15.9%	-27.7%[57.1 µM]	-1.0	-9.4%	0.3
COc1ccc(OC)c(CCNC(=O)Cn2cccc2C(=O)c2ccccc2)c1	1.6%	15.6%	0.1%	3.8%	-4.5%	-0.6	-12.4%	-1.6
C#CCN(C[C@H]1[C@H](OC(=O)Nc2cccs2)[C@H](OC(=O)Nc2cccs2)C[C@H]2C(=O)N(c3ccccc3)C(=O)[C@@H]12)S(=O)(=O)c1ccc(C)cc1	?	-4.4%	1.2%	3.1%	-10.2%	-22.9	-6.2%	-2.4
CC1CCCC(C)N1C(=O)Cn1nnc(-c2ccccc2)n1 (stereo not given)	-20.6%	8.5%	-2.1%	8.8%	-2.8%	8.6	-3.6%	0.0
O=C(c1ccc(N2CCCS2(=O)=O)cc1)N1CCN(c2ccc(F)cc2)CC1	13.2%	16.6%	10.5%	1.4%	2.5%	2.5	-0.8%	1.8
C[C@@H]1[C@H](c2ccccc2)Oc2ccc(Cl)cc2S(=O)(=O)N1CC1CCCN1C(=O)OC(C)(C)C (stereo not given in full)	2.3%	-20.1%	-11.7%	5.9%	-0.8%	-24.9	23.8µM*	0.1
O=C(NCc1ccco1)c1cccnc1-c1nc2ccccc2s1	.	-23.7%	-13.5%	-7.6%	?	?	23.8µM*	-0.4
CCSc1nc(=O)n(-c2ccccc2)c(C)c1C(C)=S	-1.5%	-5.9%	1.9%	-10.2%	4.4%	-2.4	-15.4%	-2.5
C=CCNC(=S)Nc1ccc(N2CCOCC2)c(S(=O)(=O)Nc2ccccc2Cl)c1	?	-26.8%	3.2%	-5.0%	-5.4%	-20.1	-11.0%	-1.4
COC(=O)c1ccc(CSc2nc3sc(C(=O)O)c(C)c3c(=O)[nH]2)cc1	-7.5%	-13.0%	8.1%	-1.4%	-17.8%	-24.4	1.9%	-2.1
CC(=O)Nc1ccc(-c2nc(C)c(C(C)=O)n2O)cc1	-0.9%	0.7%	10.1%	-7.2%	-11.4%	.	-3.9%	-0.9
CCOC(=O)CCC(=O)Nc1cc(S(=O)(=O)N2CCOCC2)ccc1N1CCCCC1	-21.4%	29.1%	-7.5%	10.5%	0.7%	-0.5	-0.6%	6.0
CC(=O)Nc1ccc(NC(=O)COC(=O)CCNS(=O)(=O)c2c(Cl)cccc2Cl)cc1	-2.3%	18.9%	-3.6%	-9.6%	8.3%	7.2	3.5%	-3.5
COC(=O)c1cc(Cl)cc(Cl)c1OS(=O)(=O)N(C)C	-9.6%	3.1%	8.4%	16.5%	-7.8%	7.2	-11.0%	-0.2
O=C(Oc1ccc(C(=S)N2CCOCC2)cc1)c1ccc(Br)cc1	.	-5.0%	8.6%	1.9%	10.2%	17.3	0.7%	-0.2
CCOc1ccccc1NC(=O)Cn1cnc2c(cnn2-c2ccc(C)c(C)c2)c1=O	-35.9%	4.9%	2.7%	26.3%	1.3%	16.0	-3.4%	-0.2
Cc1cc(/C=C2\SC(=S)N(Cc3ccco3)C2=O)c(C)n1-c1ccccc1	12.7%	14.6%	26.6%	19.9%	-12.1%	?	-18.1%	1.4
COC(=O)c1ccccc1NC(=O)c1cccc(NC(=O)c2ccc(Br)o2)c1C	?	-13.9%	14.5%	-32.4%	-17.4%	.	-6.9%	1.1
COc1cccc(OCc2cc(C(=O)N3CCC(C(O)C(C)C)CC3)no2)c1 (stereo not given)	15.3%	-21.7%	0.9%	14.5%	-1.1%	-0.3	-16.7%	-1.8
COC(=O)c1c(NC(=S)Nc2ccc(CC(=O)O)cc2)sc(C)c1C	.	2.6%	5.6%	0.6%	-21.7%	-23.3	?	2.1
C=CCn1c(SCC(=O)c2ccc(OC)cc2)nnc1C(C)NC(=O)c1cccs1 (stereo not given)	23.7%	11.1%	-5.1%	3.3%	7.3%	.	-5.4%	-3.4
COc1ccc(S(=O)(=O)NCCOc2ccc(Cl)cc2)cc1	10.0%	-17.8%	-9.3%	-12.0%	-15.6%	-8.1	-9.3%	-0.4
CNc1ccc([N+](=O)[O-])cc1C(=O)O	-8.8%	7.9%	-1.7%	14.5%	-2.4%	-2.0	-10.0%	-0.3
Cc1ccc(C)c(C(=O)CCC(=O)OCn2nnc3ccccc3c2=O)c1	-5.9%	-10.4%	1.0%	-4.6%	-8.0%	9.9	-17.0%	-0.7
N#Cc1ccc(CO/N=C/c2ccccc2)cc1	-3.4%	0.5%	7.0%	-14.0%	10.0%	2.5	-8.0%	-0.4
CN1CCN(c2nc(-c3cccs3)cc(C(F)(F)F)n2)CC1	5.0%	9.1%	-6.9%	2.1%	4.3%	.	-0.2%	-3.9
